Menin MLL FP TR: displaces Texas Red mutant MLL peptide from human menin. 270,000 compounds, 0.23% hits. Potency, µM (titrated, usually from 61.6 µM), without a hit: at the top dose FP activity change, negative = inhibition, actives largely listed as inhibitors. Menin + Texas Red MLL mutant peptide, fluorescence polarization. O00255; active = well fitted inhibition curve with a large enough effect in the polarisation, with a control signal flat, not every such curve was filed as active; inconclusive = small, poorly fitted or top-dose-only effect, or effect the other way, or a change in a side signal; inactive = no such curve, though single readings can be large or run the other way; the % refers to the polarisation; also: potency is read from the fitted curve at half-maximal effect; % of control where 0% means no effect; many of its hits are not listed in these tables
Chronic BCR inh: blocks chronic active B-cell receptor signaling; ABC-DLBCL IkBa-CBG/CBR reporter, luminescence ratio, 4 h; Potency, µM (series often up to 46.1 µM), without a hit: at the top dose ratio change, negative = lower green/red ratio, most hits filed as inhibitors; 340,000 compounds, 0.05% hits; AID 493014; active = well fitted inhibition curve with a large enough effect in the signal ratio, with a control signal flat, not every such curve was filed as active; inconclusive = small, poorly fitted or top-dose-only effect, or effect the other way, or a change in a side signal; the % refers to the signal ratio;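 also: potency is read from the fitted curve at half-maximal effect; plate controls were basal doxycycline-induced cells for no effect and cells given 10 µM MG132 for full effect; MG132 reads +100%, hits lower the ratio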
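TMD8 ABC-DLBCL cells carrying doxycycline-inducible green luciferase fused to IkappaBalpha plus unfused red luciferase were exposed to compounds (up to 46 uM) for 4 hrs at 37C. Activity came from the overlap-corrected green/red luminescence ratio.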
TSG101-PTAP inh: blocks PTAP/TSG101 interaction to inhibit HIV-1 budding; Q99816; 340,000 tested, under 10 active; Potency, µM (titrated, usually from 115 µM), for inactives: at the top dose activity change, negative = inhibition, most hits filed as inhibitors; Fluorescence polarization, FITC-PTAP peptide / Tsg101 binding; active = well fitted inhibition curve with a large enough effect in the main read-out, with a control signal flat, not every such curve was filed as active; inconclusive = small, poorly fitted or top-dose-only effect, or effect the other way, or a change in a side signal; inactive = no such curve, though single readings can be large or run the other way; also: potency is read from the fitted curve at half-maximal effect; % of control where 0% means no effect
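Fluorescence anisotropy tracks displacement of a FITC-tagged PTAP peptide (50 nM) from the Tsg101 binding domain (10 uM), following a 20 min room-temperature incubation at pH 7.5.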
FBPA coupling cs: counter-screen for Giardia aldolase inhibitors: coupling enzyme system. coupling enzyme system counterscreen, AmpLite Red fluorescence. activity change, negative = inhibition, % at 58.2 µM, hits read low. 290,000 compounds, 0.67% hits; in the data active = activity change below about -30%; also: % is scaled to controls: 0 for no effect and ±100 for the full control effect
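Counterscreen of the coupled detection system alone, without aldolase: glyceraldehyde-3-phosphate coupling enzymes plus AmpLite Red readout. Compounds at 57.5 uM final, 10 min RT preincubation, 20 min RT reaction, fluorescence 525/598 nm.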
PKM2 activator: increases activity of human pyruvate kinase M2. purified PKM2, Kinase-Glo ATP luminescence, activation; response scale: 0% is enzyme alone, no compound. P14618. 260,000 compounds, 0.34% hits. Potency, µM (highest dose often 57.5 µM), for the others: at the top dose activation, hits mostly activators; also: potency is read from the fitted curve at half-maximal effect; % is scaled to controls: 0 for no effect and ±100 for the full control effect; nearly all actives have a fitted effect of over 55% in size
Target sequence (P14618 whole entry, looked up): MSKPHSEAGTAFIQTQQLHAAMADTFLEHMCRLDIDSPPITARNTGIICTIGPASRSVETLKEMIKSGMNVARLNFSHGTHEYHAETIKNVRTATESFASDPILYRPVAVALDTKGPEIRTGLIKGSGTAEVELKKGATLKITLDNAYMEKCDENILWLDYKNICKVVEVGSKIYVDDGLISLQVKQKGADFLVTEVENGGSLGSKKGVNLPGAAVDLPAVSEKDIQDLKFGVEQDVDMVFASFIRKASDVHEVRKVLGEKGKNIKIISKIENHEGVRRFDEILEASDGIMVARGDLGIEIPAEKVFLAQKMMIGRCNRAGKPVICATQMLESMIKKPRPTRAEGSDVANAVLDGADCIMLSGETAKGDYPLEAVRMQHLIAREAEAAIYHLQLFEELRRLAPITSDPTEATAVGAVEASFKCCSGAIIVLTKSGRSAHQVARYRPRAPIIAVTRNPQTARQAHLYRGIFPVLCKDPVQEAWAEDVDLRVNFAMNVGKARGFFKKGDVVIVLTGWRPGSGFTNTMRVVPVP
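ATP formation by purified human PK-M2, quantified via coupled luciferase luminescence after 1 h at room temperature with 0.1 mM ADP and 0.5 mM PEP final.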
B2AR arrestin: agonists driving beta-arrestin recruitment to human beta2-adrenergic receptor | P07550 | beta-arrestin recruitment to beta2AR, cell-based reporter | Potency, µM (doses to about 46.1 µM), inactives show top-dose activation, most hits filed as activators | 330,000 compounds, 0.02% hits;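 also: potency is read from the fitted curve at half-maximal effect; 0% = DMSO controls and full agonism = EC100 isoproterenol or metaproterenol; nearly all actives have a fitted effect of over 65% in size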
Tb PFK block: T. brucei PFK enzyme inhibition. T. brucei PFK, ADP-Glo luminescence. Potency, µM (highest dose often 57.5 µM), for the others: top-dose activity, negative = inhibition, most hits filed as inhibitors. 330,000 compounds, 0.17% hits;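 also: potency is read from the fitted curve at half-maximal effect; 0% = uninhibited 1x PFK enzyme wells and -100% = no-enzyme wells; nearly all actives have a fitted effect of over 60% in size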
Target sequence (O15648 whole entry, looked up): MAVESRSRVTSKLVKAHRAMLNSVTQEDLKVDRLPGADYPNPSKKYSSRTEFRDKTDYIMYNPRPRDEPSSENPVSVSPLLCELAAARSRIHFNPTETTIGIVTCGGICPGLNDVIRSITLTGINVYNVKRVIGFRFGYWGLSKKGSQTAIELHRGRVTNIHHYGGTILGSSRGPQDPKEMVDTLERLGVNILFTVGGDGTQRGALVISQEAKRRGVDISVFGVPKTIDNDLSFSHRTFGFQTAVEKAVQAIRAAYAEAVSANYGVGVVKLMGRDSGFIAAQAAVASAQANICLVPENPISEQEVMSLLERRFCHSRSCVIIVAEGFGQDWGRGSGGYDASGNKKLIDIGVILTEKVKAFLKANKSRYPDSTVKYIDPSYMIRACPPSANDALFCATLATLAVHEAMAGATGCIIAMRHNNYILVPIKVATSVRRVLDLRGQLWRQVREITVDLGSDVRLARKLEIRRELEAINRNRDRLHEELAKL
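Luminescent ADP detection (ADP-Glo, two-step: ATP depletion then ADP-to-ATP conversion for luciferase) reported PFK activity after 45 min room-temperature reaction of 1.25 nM enzyme with 0.5 mM F6P and 0.1 mM ATP at pH 8.0.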
a7 integrin act: integrin-mediated muscular dystrophy alleviation activation | alpha7betagal myoblasts, beta-gal FDG fluorescence, 48 h | 350,000 compounds, 0.064% hits | Potency, µM (series often up to 38.3 µM), for inactives: top-dose activation, actives largely listed as activators | AID 624291;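 also: potency is read from the fitted curve at half-maximal effect; 100% = response of the positive control SU9516; nearly all actives have a fitted effect of over 60% in size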
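alpha7betagal+/- myoblasts (passage 13, 250/well) treated 48 h at 37C with compounds at 1:260 dilution of DMSO stock. Lysed, then beta-galactosidase activity read as FDG fluorescence (ex 480/em 540) after 30 min, with pre-read for autofluorescence.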
GALK inh: galactokinase (human) inhibition. 270,000 compounds, 0.007% hits. Potency, µM (highest dose often 57.5 µM), without a hit: at the top dose activity change, negative = inhibition, actives largely listed as inhibitors. AID 1868. Purified GALK, Kinase-Glo residual ATP luminescence. P51570; also: potency is read from the fitted curve at half-maximal effect; % is scaled to controls: 0 for no effect and ±100 for the full control effect
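Kinase-Glo Plus luminescence measured ATP left after a 1 h room-temperature reaction. The reaction used 5 nM GALK, 100 uM galactose and 35 uM ATP at pH 8.0 (20 mM HEPES, 5 mM MgCl2, 60 mM NaCl, 1 mM DTT, 0.01% BSA).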
S-ASM inh: inhibitors of human secretory acid sphingomyelinase; placental ASM, HMU-PC fluorogenic substrate, 60 min; Potency, µM (titrated, usually from 57.5 µM), inactives show at the highest dose activity change, negative = inhibition, hits mostly inhibitors; 340,000 compounds, 0.006% hits; also: potency is read from the fitted curve at half-maximal effect
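Human placenta-derived ASM enzyme was preincubated with compound for 10 minutes at room temperature, then given fluorogenic substrate HMU-PC0 (9 uM final) for 60 minutes at 37 °C; a pH 10 stop preceded fluorescence reading at Ex 386/Em 447 nm.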
Giardia killer: Giardia lamblia killing. Giardia lamblia trophozoite viability. activity change, % at 7.66 µM, hits read low. AID 540267. 340,000 compounds, 0.15% hits; in the data active = activity change below about -80%; inconclusive = between about -30% and that limit;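 also: parasites exposed to compound for two days anaerobically before the ATP read; % is scaled to controls: 0 for no effect and ±100 for the full control effect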
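Killing of trophozoites was scored by loss of ATP luminescence after a 48 hrs anaerobic exposure to compounds at 37 deg C, using 100 cells per well.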
Numbers without * were called inactive; i = inactive; ? = inconclusive; / = not tested or not shown; [ ] = another dose, or the depositor's remark. Unless noted, calls follow the shape of the dose curve; as a rule, active = well fitted curve in the direction sought with a large enough effect; inconclusive = small, poorly fitted or top-dose-only effect, or another doubt; inactive = no such curve, though single readings can be large; an effect the other way counts as inactive or inconclusive. Some of the compounds tested. The share of hits here may be higher or lower than overall.

SMILES	Menin MLL FP TR	Chronic BCR inh	TSG101-PTAP inh	FBPA coupling cs	PKM2 activator	B2AR arrestin	Tb PFK block	a7 integrin act	GALK inh	S-ASM inh	Giardia killer
Nc1nc(Nc2cccc(F)c2)nc(N2CCOCC2)c1[N+](=O)[O-]	/	0%	0%	2	4%	-0.1%	13%	-17%	-1%	-1%	9
O=C(Nc1ccccc1OC(F)F)c1ccc(S(=O)(=O)N2CCCC2)cc1	/	-1%	0%	/	/	-1.1%	-2%	7%	/	0%	10
CCN=C1SC(CC(=O)NCC)C(=O)N1CC (centres undefined)	/	1%	-1%	0	-1%	0.0%	-1%	-8%	-2%	3%	13
CNCC(C)COc1ccccc1OCc1ccccc1 (centres undefined)	1%	-7%	-2%	2	-1%	2.6%	-1%	-9%	/	3%	3
COc1ccc(/C=N/Nc2nc(C)c([N+](=O)[O-])c(N(C)c3ccccc3)n2)cc1OC	5%	?	-4%	2	-3%	0.1%	3%	3%	1%	-8%	-9
Cc1ccc(C(=O)N/C(=C\c2ccco2)C(=O)NCCc2c[nH]c3ccccc23)cc1	-2%	-1%	-2%	-4	8%	?	-1%	6%	1%	0%	1
CCC(=O)Nc1cccc(-c2nc3ccc(C)cc3o2)c1	11%	10%	3%	1	0%	0.1%	3%	58%	-5%	-2%	-5
CC1CCCN(C(=O)COC(=O)c2cccc(NS(=O)(=O)c3ccccc3)c2)C1 (centres undefined)	/	-8%	1%	/	/	0.0%	-2%	-17%	/	-1%	7
C=CCN(CC=C)C(=O)C1CCN(Cc2ccc(OCc3ccccc3)cc2)CC1	-22%	0%	0%	-1	3%	-0.1%	0%	-74%[inhibitor]	-3%	4%	-13
Cc1cc(C(=O)NC2CCCN(Cc3ccc(Cl)cc3)C2)n(C)n1 (centres undefined)	/	-2%	-7%	/	1%	-1.0%	-4%	-2%	1%	3%	26
Cc1ccc(OCCOCCn2cnc3ccccc3c2=O)cc1C	-6%	-11%	/	4	0%	0.0%	0%	/	4%	/	/
COc1ccccc1NS(=O)(=O)c1cc(-c2cnc(C3CC3)o2)ccc1C	/	?	-7%	/	/	0.1%	-1%	-40%	-3%	-13%	5
O=C(CSc1nc2ccccc2[nH]1)Nc1ccccc1F	6%	?	-14%	-1	-13%	-0.1%	-2%	12%	0%	2%	12
O=C1/C(=C/c2ccccc2Cl)SC(=S)N1CCCC(=O)N(CCO)c1ccccc1	-7%	?	0%	0	3%	0.3%	0%	-72%[inhibitor]	-4%	-19%	2
CN1CCN(c2ccc(C(=O)c3ccc(Br)cc3)cc2[N+](=O)[O-])CC1	1%	-1%	-3%	-3	-1%	-0.3%	4%	-30%	-2%	-8%	28
CC(=O)Nc1ccc(OCC[n+]2cccc(C(N)=O)c2)cc1	2%	1%	1%	0	-1%	-0.1%	2%	13%	1%	-1%	-17
CCCCc1ccc(NC(=O)N2CCNC(=O)C2CC(=O)Nc2ccsc2C(=O)OC)cc1 (centres undefined)	/	?	1%	-1	-2%	-0.9%	1%	-21%	0%	?	13
COc1ccc(-n2nnnc2-c2nc3ccccc3s2)cc1	-14%	12%	-4%	-2	-2%	-0.3%	1%	21%	0%	327%[activator]	-19
Cc1cccc(NC(=O)CN2CCN(C(=O)C3CCCO3)CC2)c1C (centres undefined)	/	3%	0%	/	1%	-0.2%	1%	24%	-3%	4%	15
Fc1ccccc1Nc1nc2ccccc2o1	19%	?	-2%	1	/	-0.7%	0%	?	17%	0%	-9
Clc1cccc(CSc2nnc(-c3cccnc3)n2Cc2ccco2)c1	-1%	0%	-7%	-20	14%	-0.3%	-10%	0%	0%	1%	5
CCOC(=O)c1ccc(NC(=O)CSc2ccc(-c3cccnc3)nn2)cc1	4%	-10%	-3%	3	8%	-0.1%	-4%	14%	7%	-2%	-9
O=C(NC1=C(Nc2ccc(Cl)cc2)C(=O)c2ccccc2C1=O)c1ccccc1	-17%	?	-3%	-30*	14%	-0.8%	-9%	0%	0%	-14%	-15
CCCCC(=O)NC(=S)Nc1ccc(Cl)c(C(=O)O)c1	5%	4%	-1%	0	-1%	0.0%	9%	16%	-1%	6%	10
Cc1cccc(/C=N/n2c(COc3ccccc3)n[nH]c2=S)c1	22%	0%	-2%	0	/	0.8%	?	-13%	3%	-9%	-21
Further results:
SMILES	Menin MLL FP TR	Chronic BCR inh	TSG101-PTAP inh	FBPA coupling cs	PKM2 activator	B2AR arrestin	Tb PFK block	a7 integrin act	GALK inh	S-ASM inh	Giardia killer
CCN(CC)C(=O)n1c(Cc2ccccc2)nc2ccccc21	-2%	-13%	-1%	0	-5%	-0.3%	1%	-16%	-4%	4%	0
COc1cc(/C=C/c2cc(C(F)(F)F)[nH]c(=O)n2)cc(OC)c1OC	20%	?	-3%	3	1%	-1.0%	22%	-6%	-2%	186%[activator]	19
COc1cc(/C=C(\NC(C)=O)C(=O)Nc2ccccc2C)ccc1OC(C)=O	-10%	-11%	0%	1	2%	0.4%	8%	29%	0%	15%	-15
O=C(CN1CCCCC1)Nc1cccc(Oc2ccccc2)c1	-10%	0%	-3%	-1	-23%	0.2%	3%	-31%	1%	0%	8
COCCNC(=O)c1cc(-c2ccccc2C)n(CC2CC(c3cccc([N+](=O)[O-])c3)=NO2)n1 (centres undefined)	/	?	-3%	/	/	0.0%	0%	2%	/	-3%	-1
Cc1c(CCOC(=O)c2cccc([N+](=O)[O-])c2)sc[n+]1CC(=O)c1ccccc1	-2%	?	-2%	2	10%	-0.3%	2%	-28%	6%	2%	6
C=CCc1ccc(OCC(O)COc2ccc(CC=C)cc2OC)c(OC)c1	?	?	-4%	-4	-1%	-0.4%	-5%	3%	-1%	-19%	10
CCc1c(O)nc2ccccn2c1=O	6%	0%	-3%	5	4%	-1.1%	0%	-8%	0%	-1%	-16
O=C(COc1ccc2c(c1)CCC2)NCc1cccc(Cl)c1	-10%	10%	2%	-3	-4%	3.3%	0%	10%	2%	0%	10
COc1ccc(CNC(=O)c2c(N)n(CCCN3CCOCC3)c3nc4ccccc4nc23)cc1	9%	?	-10%	-8	12%	-0.1%	2%	-67%[inhibitor]	0%	i	24
COC(=O)CCS(=O)(=O)c1cc(Cl)ccc1Cl	0%	0%	-3%	6	-1%	0.5%	6%	4%	2%	1%	9
CCCCn1c(N)c(N(CC(C)C)C(=O)c2cc(-c3ccc(F)cc3)nc3ccccc23)c(=O)[nH]c1=O	/	?	-2%	/	/	-0.2%	15%	-22%	/	10%	-20
Nc1ccccc1SCc1cn2ccccc2n1	-9%	?	-4%	0	3%	-0.7%	4%	8%	/	/	-13
COc1cccc2cc(-c3nc(-c4cccs4)cs3)c(=O)oc12	?	?	?	2	1%	4.0%	3%	14%	1%	64%[activator]	-10
N#C/C(=C(/O)c1ccc([N+](=O)[O-])o1)c1nc2ccccc2[nH]1	/	?	-8%	-2	-3%	-0.1%	-1%	-10%	0%	-2%	-92*

Six compounds already listed, arranged by the number in GALK inh, high to low.
mol,GALK inh
Cc1c(CCOC(=O)c2cccc([N+](=O)[O-])c2)sc[n+]1CC(=O)c1ccccc1,6%
O=C(COc1ccc2c(c1)CCC2)NCc1cccc(Cl)c1,2%
COc1cccc2cc(-c3nc(-c4cccs4)cs3)c(=O)oc12,1%
CCc1c(O)nc2ccccn2c1=O,0%
COc1cc(/C=C/c2cc(C(F)(F)F)[nH]c(=O)n2)cc(OC)c1OC,-2%
CCN(CC)C(=O)n1c(Cc2ccccc2)nc2ccccc21,-4%

2 entries from above, with values under each structure:
Value order – Menin MLL FP TR	Chronic BCR inh	TSG101-PTAP inh	FBPA coupling cs	PKM2 activator	B2AR arrestin	Tb PFK block	a7 integrin act	GALK inh	S-ASM inh	Giardia killer
COc1cc(/C=C/c2cc(C(F)(F)F)[nH]c(=O)n2)cc(OC)c1OC
  20%	?	-3%	3	1%	-1.0%	22%	-6%	-2%	186%[activator]	19
C=CCc1ccc(OCC(O)COc2ccc(CC=C)cc2OC)c(OC)c1
  ?	?	-4%	-4	-1%	-0.4%	-5%	3%	-1%	-19%	10
